Bioassay records from PubChem BioAssay.
human PMI inhibitors: human PMI inhibitors, high substrate, primary screen, biochemical, fluorescence intensity, high mannose 6-phosphate (AID 1220) | Mannose-6-phosphate isomerase (Homo sapiens) | recombinant PMI enzyme, coupled fluorescence intensity; higher % means a stronger effect | inhibition, % at 20 µM, or IC50 in µM where a hit was titrated | 190,000 tested, 0.66% active
MT stabilizer: microtubule stabilizers in HeLa cells, primary screen, imaging, high-content imaging. HeLa tubulin immunostaining HCS, 24 h; share of cells brighter than vehicle mean+2SD. % tubulin-high responders, % at 10 µM. 200,000 tested, 0.83% active. AID 2205, 2009;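 active means plate Z-score above 3 for both tubulin-high and condensed-nucleus cell shares, with cell loss under 80%, at 10 µM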;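 further: anti alpha tubulin signal scored within the nucleus-defined area of each cell; some results filed as inactive read as strong as hits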
PMI inhibitors: inhibitors of human PMI, primary screen, biochemical, fluorescence intensity, coupled assay (AID 1209) | Mannose-6-phosphate isomerase (Homo sapiens) | purified PMI enzyme, coupled fluorescence intensity; higher % means a stronger effect | 190,000 tested, 0.42% active | one-dose inhibition, % at 20 µM; IC50 in µM for titrated hits;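 further: plate controls were DMSO vehicle for no effect and wells lacking substrate for full effect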
Dynein cargo inh: inhibitors of GR-EGFP nuclear translocation, primary screen, dynein cargo transport inhibitor project, imaging, high-content, 3617.4 mouse cells. test concentration mostly 20 µM; stimulated with dexamethasone, 1 µM; active compounds read low. 220,000 tested, 0.47% active. z-score, hits read low. AID 1381, 2008;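 active means plate z-score of nuclear minus cytoplasmic receptor signal below a set negative limit, without overly bright fluorescence or cell loss, cut at about -3.5 in these data, passing the limit was not always enough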;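 further: z-score of nuclear minus cytoplasmic ring GR-EGFP intensity difference per well; some compounds called inactive have numbers as strong as hits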
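Also added: dexamethasone, 1.0 µM final. Medium: tet-free, stripped-serum medium. Detection: fixed, Hoechst-stained cells imaged at 10x for EGFP. Read-out: nuclear-to-cytoplasmic GR-EGFP distribution per well. Times: induction 48 h, compound 1 h, agonist 30 min.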
WT yeast gro inh: growth inhibition of WT strain, primary screen, mitochondrial fusion inhibitor project, WT and mutant strains, chemical genetic | mitochondrial fusion phenotypic screen | inhibition, % at 10 µM | 190,000 tested, 2.1% active; in the data active means inhibition above about 58%; tested in S. cerevisiae
Insulin prom up: insulin promoter activators in MIN6 cells, imaging, high-content screening, mouse beta cells; z-score at 5 µM; AID 1625, 2009; 190,000 tested, 0.3% active; MIN6 insulin promoter-GFP reporter; active compounds read high;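 active means z-score above 3 at 5 µM with at least 500 cells counted in the well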
bCat nuc transl: modulators of beta-catenin nuclear translocation, primary screen, imaging, HeLa cells, immunofluorescence, high-content; nuclear translocation activity, % at 5 µM; 190,000 tested, 0.3% active;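 active means nuclear translocation activity above 50% at 5 µM, with a well cell count of 50 or more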;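 further: per-cell ratio of nuclear to cytoplasmic median beta-catenin stain intensity; plate controls were DMSO negative control for no effect and GSK-3 inhibitor IX positive control for full effect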
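System: Human HeLa cells, endogenous beta-catenin | Compound dosing: 5 µM primary, 0.02–20 µM confirmation | Timing: 24 h compound exposure at 37°C, 5% CO2 | Measured by: Fluorescence imaging of beta-catenin antibody stain plus DAPI | Read-out basis: % activation of per-cell nuclear versus cytoplasmic median beta-catenin signal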
Autophagy HCS: autophagy modulators in MEF cells, primary screen, imaging, high-content, MEF GFP-LC3. MEF GFP-LC3 puncta imaging; test concentration mostly 10 µM. calls only at 10 µM (by protocol). 190,000 tested, 0.98% active. AID 463193, 2010;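 active means percentage of spot-positive cells more than 3 SD above its plate mean, without a fluorescence outlier flag or 80% toxicity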;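 further: spot-positive cell cutoff set from DMSO-treated cells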
Yfh1-off respiration: enhancers of respiration in Yfh1-depleted yeast, dose response, Friedreich's ataxia, plus single-dose screen (AID 1465) | S. cerevisiae Yfh1-off respiration, WST-1 reduction, 72 h; higher fold induction means a stronger effect | one-dose fold induction at 50 µM; EC50 in µM for titrated hits | 220,000 tested, 0.074% active;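 active means fold induction of absorbance versus untreated yeast above a set limit, then at least 30% activation at any dose in follow-up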;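 further: activators that raise dye reduction in frataxin-depleted yeast; strong numbers were not always called active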
WT yeast gro inh mutant strain: also measured in WT yeast gro inh; calls as there; inhibition, %; mitochondrial fusion phenotypic screen, mutant strain inhibition
Dynein cargo inh cytoplasmic EGFP: also measured in Dynein cargo inh; calls as there; z-score; measured here: cytoplasmic GR-EGFP intensity; active compounds read high
Dynein cargo inh nuclear GR-EGFP: further read-out of Dynein cargo inh, marked with its call; z-score; measured here: nuclear GR-EGFP intensity;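 lower value marks the stronger effect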
Dynein cargo inh cell count: second read-out of Dynein cargo inh, no call of its own (marks repeat the call); z-score; measured here: cell count per field
Insulin prom up cell count: second read-out of Insulin prom up, no call of its own (marks repeat the call); cell count; measured here: cytotoxicity, nuclei count;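 total cells summed across four imaged fields per well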
bCat nuc transl cell count 5 µM: further read-out of bCat nuc transl, marked with its call; cell count; measured here: cell count, cytotoxicity flag
MT stabilizer Hoechst-high %: second read-out of MT stabilizer, no call of its own (marks repeat the call); % Hoechst-high responders; measured here: nuclear condensation Hoechst responders;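 share of cells brighter than vehicle mean plus two SD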
MT stabilizer cytotoxicity %: second read-out of MT stabilizer, no call of its own (marks repeat the call); toxicity, %; measured here: cytotoxicity by cell density;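 0% = mean cell density of plate MIN control wells and 100% = no cells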
Autophagy HCS cell loss 18 h: recorded beside Autophagy HCS, whose call it bears; toxicity, %; measured here: cell loss, nuclei count;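 cell loss after 18 h compound exposure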
* = called active by the depositor; i = inactive; x = not tested or not shown; + = active, no number. Unless noted, no stated cut-off is given here; in the data, active means inhibition above about 50%; inactive means the rest.

Below each compound – human PMI inhibitors, MT stabilizer, MT stabilizer Hoechst-high %, MT stabilizer cytotoxicity %, PMI inhibitors, Dynein cargo inh, Dynein cargo inh cytoplasmic EGFP, Dynein cargo inh nuclear GR-EGFP, Dynein cargo inh cell count, WT yeast gro inh, WT yeast gro inh mutant strain, Insulin prom up, Insulin prom up cell count, bCat nuc transl, bCat nuc transl cell count 5 µM, Autophagy HCS, Autophagy HCS cell loss 18 h, Yfh1-off respiration
- CCOC(=O)c1ccc(NCCOC)c([N+](=O)[O-])c1
 : -3%, 2.8, 2.3, 2.7, 0%, -0.57, -0.095, -0.52, 1.2, 0, -6, -1.8, 1280, -2.3, 1054, +, -1.4*, i
- Cc1nn(C)cc1S(=O)(=O)NC1CCCC1
 : 5%, 4.1, 1.2, 0.9, 1%, 2.5, -0.2, 1.7, -1.5, -1, -7, 0.64, 1600, -0.6, 1002, i, 17, i
- COc1ccccc1N(CCN1C(=O)c2cccc3cccc(c23)C1=O)C(=O)c1ccncc1
 : 9%, 3.9, 1.9, 18, 6%, 0.47, -0.33, 0.66, 0.35, 10, -6, 0.71, 1384, 0.1, 1563, i, 20, i
- CC(C)CNC(=O)C1CCN(c2ccc(S(=O)(=O)N3CCOCC3)cc2)CC1
 : 2%, 4.6, 2.0, 4.6, -2%, -0.45, -0.3, 0.051, 0.38, 22, 31, -0.17, 1210, -2.0, 1216, i, -14, i
- O=c1cc(-c2ccccc2Cl)oc2cc(O)cc(O)c12
 : -4%, 5.7, 2.9, 3.1, 0%, 0.37, -0.28, 0.5, 0.82, 9, -15, 0.18, 846, x, x, i, 2, i
- O=C(Cc1nc2ccccc2[nH]1)c1cccc([N+](=O)[O-])c1
 : x, x, x, x, x, -1.3, -0.19, -0.8, 0.79, x, x, 0.61, 1166, 0.0, 1302, x, x, i
- O=S(=O)(c1ccccc1)N1CCC2(CC1)OCCO2
 : 5%, 1.7, 1.2, 5.1, 6%, -0.33, -0.23, -0.054, 0.59, -12, -2, 0.32, 1682, -2.0, 1080, i, -13, i
- CCc1nnc(NC(=O)CSc2n[nH]c(-c3ccccc3O)n2)s1
 : 8%, 1.0, 2.1, 10, 15%, 2.7, 0.0069, 1.9, -1.8, -3, 4, x, x, 6.7, 976, i, 0, i
- N#CC1=C(N)N2C(=C(C#N)C13CCCCC3)SC1CCCCC12O (stereo unspecified)
 : 19%, 4.4, 2.6, 12, 21%, 1.1, -0.16, 0.71, 0.23, 14, -13, 0.67, 1768, -1.1, 1109, i, 13, i
- Cc1cc(C(=O)CSc2nnnn2C)c(C)n1CCc1ccc(F)cc1
 : -3%, 0.3, 0.9, 12, 2%, -0.65, -0.2, -0.4, 0.53, -1, -18, 0.04, 961, -0.1, 699, i, -5, i
- CCOC(=O)COn1c(=O)c(-c2ccc(OC)c(OC)c2)[n+]([O-])c2ccccc21
 : -12%, 2.5, 1.9, 3.8, -29%, 2.2, 0.41, 1.1, -0.54, 8, 1, 0.22, 1163, -0.9, 1126, i, 1, i
- CSc1c2c(nc3ncnn13)CCC2
 : 1%, 2.5, 3.0, 8.2, -6%, 0.56, -0.35, 0.58, -0.019, -3, 11, -0.79, 1416, x, x, i, -6, i
- CC/C(=N\NC(=S)Nc1cccc(C)c1)c1ccccc1
 : 2%, 1.6, 1.5, 13, 6%, -0.42, 0.35, 0.071, 0.59, 71*, 70*, -1.1, 1050, 0.0, 1570, i, 7, i
- COc1ccc(-c2csc(Nc3ccc(C)cn3)n2)cc1
 : 5%, 1.8, 1.4, 8.0, -2%, -0.21, -0.22, 0.0077, 0.29, 58*, 55*, 0.57, 1387, 0.6, 1598, i, 16, i
- COc1cc(S(=O)(=O)Nc2cccc(C)c2)ccc1N=Cc1c(C)[nH]n(-c2ccccc2)c1=O
 : 3%, 18*, 23*, 43*, -4%, 0.28, -0.24, 0.32, 0.08, -12, 21, 0.66, 1182, -2.4, 1194, i, -3, i
- COc1ccc(C(=O)NCC(=O)OCC(=O)NCCC2=CCCCC2)cc1
 : 7%, 2.7, 1.4, 8.2, 8%, 0.69, -0.27, 0.52, 0.048, -14, 31, -0.36, 1216, 0.6, 1082, i, 3, i
- Cc1onc(C(=O)NCc2ccccn2)c1[N+](=O)[O-]
 : 2%, 2.5, 2.4, 2.0, 0%, 0.73, -0.26, 0.39, 0.42, -12, 0, -0.04, 1112, 7.4, 1027, i, -2, x
- Cc1ccccc1C(=O)NC(CC(C)C)C(=O)Nc1ccc(S(N)(=O)=O)cc1 (stereo unspecified)
 : -6%, 1.6, 2.7, 0.8, -4%, -0.054, -0.099, -0.47, -0.45, -6, 1, -0.32, 1586, -3.0, 1097, i, 9, i
- O=S(=O)(c1cccs1)N1CN(Cc2ccc(F)cc2)c2nc3ccccc3nc21
 : -21%, 2.9, 1.1, 10.0, 0%, 0.36, -0.21, 0.024, -0.71, 22, -9, x, x, x, x, i, 8, i
- O=C(OCC(=O)N1CCN(C(=O)c2ccco2)CC1)c1cccc(S(=O)(=O)N2CCc3ccccc32)c1
 : 9%, 3.0, 1.4, 12, 3%, -0.67, -0.27, -0.46, 1, 0, 16, -0.19, 1207, -4.7, 1074, i, 4, i
- O=C(CSc1nnc(-c2cnccn2)n1Cc1ccco1)c1ccc2ccccc2c1
 : -14%, 3.5, 1.4, 6.6, 5%, -0.8, -0.071, -0.067, -0.081, -5, 8, -0.24, 1447, 1.4, 1393, i, 18, x
- Nc1nc(CSCc2ccccc2)nc(N2CCOCC2)n1
 : -23%, 2.5, 2.3, 0.4, -16%, -0.24, -0.26, 0.045, 0.89, 20, 31, -0.52, 1204, x, x, i, -3, i
- CCOC(=O)c1sc(NC(=O)CCCn2nc([N+](=O)[O-])c(Cl)c2C)c(C(=O)OCC)c1C
 : 0%, 3.2, 2.0, 6.5, 8%, 0.72, -0.26, 0.6, 0.18, 6, -3, -1.2, 1061, -2.7, 1108, i, 28, i
- CN1CCN(C(=O)C2C3C=CC(C3)C2C(=O)O)CC1 (stereo unspecified)
 : -1%, 1.6, 1.7, 8.4, -3%, -0.39, -0.14, -0.1, 0.28, 2, 4, x, x, x, x, i, 12, i
- Nc1c(C(=O)NCc2ccc3c(c2)OCO3)nnn1-c1ccc(OC(F)(F)F)cc1
 : 4%, 2.1, 0.8, 5.6, 6%, -0.034, -0.35, 0.15, 0.44, 13, 8, 1.2, 905, x, x, i, -17, i
- CC1Cc2ccccc2N1C(=O)c1cc2sccc2n1Cc1ccc(F)cc1 (stereo unspecified)
 : 14%, 3.7, 1.2, 3.8, 17%, -0.025, -0.26, -0.2, 1.3, 24, 2, -2.5, 528, 3.9, 1111, i, -3, x
- Cc1cc(C)nc(Nc2nc3ccccc3[nH]2)n1
 : -5%, 2.4, 1.7, 4.2, 0%, 1.3, -0.21, 1.2, -1.2, 22, 32, x, x, x, x, i, -3, i
- C=CCSc1nc2c(c(=O)[nH]c(=O)n2C)n1CC
 : 8%, 1.3, 1.7, 8.2, 28%, -1.4, -0.26, -0.38, 0.47, -4, 2, -0.24, 1358, x, x, i, 3, i
- N#Cc1cnn2c(-c3ccc(Cl)cc3Cl)ccnc12
 : 12%, 10, 2.3, 4.5, 19%, -0.09, -0.25, 0.078, -0.3, -1, 8, 0.55, 1449, 5.1, 1082, i, 18, i
- COc1cccc(-c2c[nH]c(=O)[nH]c2=O)c1
 : 1%, 1.5, 1.3, 6.3, 6%, -0.17, -0.13, -0.019, 0.37, -8, -13, -0.12, 1453, -0.2, 959, i, -5, i
- NC(=O)c1ccc(Oc2cccc3cccnc23)c([N+](=O)[O-])c1
 : 50%*, 5.6, 2.4, 3.3, 10%, -0.3, -0.29, 0.51, -0.059, 4, 6, 0.21, 1410, 1.4, 1487, i, 7, i
- Cc1occc1C(=O)NC(C)C(C)(C)C (stereo unspecified)
 : -8%, 2.3, 2.6, 7.8, 2%, -0.98, -0.21, -0.79, -0.26, 4, 16, -0.3, 1345, -6.4, 1310, i, -2, i
- CCOc1cccc2sc(N(CCCN(C)C)C(=O)c3ccc(S(=O)(=O)N(C)c4ccccc4)cc3)nc12
 : -4%, 2.3, 1.1, 4.5, -13%, 0.074, -0.21, -0.17, 0.57, 12, -9, -0.71, 1165, 0.6, 1082, i, 7, i
- COc1cccc(Nc2c(F)c(F)c(F)c(F)c2C(=O)O)c1
 : -7%, 3.3, 1.8, 4.7, -1%, -0.2, -0.12, -0.36, 0.78, -8, -17, 0.61, 1191, x, x, i, -5, i
- C/C(=N\NC(=O)CCn1nnc2ccccc21)c1cccs1
 : x, x, x, x, x, 0.17, -0.25, 0.061, 0.67, x, x, -0.32, 1385, 5.0, 916, x, x, i
- O=c1c2ccccc2nc(CSc2nnnn2-c2ccccc2)n1-c1ccccc1Cl
 : -9%, 3.6, 2.4, 0.2, -10%, -0.23, -0.24, 0.2, 0.49, 5, -1, 0.03, 1250, -2.2, 494, i, 8, x

Some of these compounds in order of the human PMI inhibitors value, smallest number first.
smiles | human PMI inhibitors
CN1CCN(C(=O)C2C3C=CC(C3)C2C(=O)O)CC1 (stereo unspecified) | -1%
CCOC(=O)c1sc(NC(=O)CCCn2nc([N+](=O)[O-])c(Cl)c2C)c(C(=O)OCC)c1C | 0%
CCc1nnc(NC(=O)CSc2n[nH]c(-c3ccccc3O)n2)s1 | 8%

An unsorted share of the library, and some 5% of all compounds hit somewhere here.
